Screens: PubChem, National Center for Advancing Translational Sciences (NCATS)
Giardia kill: kills Giardia lamblia; actives 0.15% (n = 340,000); Giardia lamblia trophozoite viability; activity change, % at 7.66 µM, hits read low; in the data active means activity change below about -80%; inconclusive means between about -30% and that limit;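 further: parasites exposed to compound for two days anaerobically before the ATP read; on the % scale 0 is the no-effect control and ±100 the full control effect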
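Trophozoite viability was measured as ATP-dependent luminescence, read 15-30 min after reagent addition. Before that, parasites at 100 cells/well were exposed to compounds for 48 h, anaerobically, at 37 deg C.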
Tb PFK block: inhibitors of T. brucei phosphofructokinase; Potency, µM (highest dose often 57.5 µM), without a hit: at the highest dose activity, negative = inhibition, hits mostly inhibitors; T. brucei PFK, ADP-Glo luminescence; actives 0.17% (n = 330,000); O15648;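 further: potency means the concentration at half of the fitted maximal effect; 0% = uninhibited 1x PFK enzyme wells and -100% = no-enzyme wells; nearly all actives have a fitted effect of over 60% in size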
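Luminescent ADP detection (ADP-Glo, two-step: ATP depletion then ADP-to-ATP conversion for luciferase) reported PFK activity after 45 min room-temperature reaction of 1.25 nM enzyme with 0.5 mM F6P and 0.1 mM ATP at pH 8.0.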
VP16 counter: inhibits Gal4-VP16 luciferase reporter, ROR gamma counter-screen; Drosophila S2 Gal4-VP16 UAS-luciferase, luminescence, 20 h; Potency, µM (highest dose often 53.6 µM), for inactives: at the top dose activity, negative = inhibition, actives largely listed as inhibitors; actives 3.5% (n = 310,000);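 further: Gal4-VP16 expression switched on by copper sulfate through the metallothionein promoter; potency means the concentration at half of the fitted maximal effect; on the % scale 0 is the no-effect control and ±100 the full control effect; nearly all actives have a fitted effect of over 50% in size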
RORgamma inh: blocks mouse ROR gamma transcriptional activity | P51450 | actives 5.4% (n = 310,000) | Drosophila S2 Gal4-RORgamma UAS-luciferase reporter, 20 h | Potency, µM (titrated, usually from 53.6 µM), for the others: at the highest dose activity change, negative = inhibition, most hits filed as inhibitors; further: potency means the concentration at half of the fitted maximal effect; on the % scale 0 is the no-effect control and ±100 the full control effect; nearly all actives have a fitted effect of over 60% in size
Target sequence (P51450 whole entry, looked up, the tested form may be a part): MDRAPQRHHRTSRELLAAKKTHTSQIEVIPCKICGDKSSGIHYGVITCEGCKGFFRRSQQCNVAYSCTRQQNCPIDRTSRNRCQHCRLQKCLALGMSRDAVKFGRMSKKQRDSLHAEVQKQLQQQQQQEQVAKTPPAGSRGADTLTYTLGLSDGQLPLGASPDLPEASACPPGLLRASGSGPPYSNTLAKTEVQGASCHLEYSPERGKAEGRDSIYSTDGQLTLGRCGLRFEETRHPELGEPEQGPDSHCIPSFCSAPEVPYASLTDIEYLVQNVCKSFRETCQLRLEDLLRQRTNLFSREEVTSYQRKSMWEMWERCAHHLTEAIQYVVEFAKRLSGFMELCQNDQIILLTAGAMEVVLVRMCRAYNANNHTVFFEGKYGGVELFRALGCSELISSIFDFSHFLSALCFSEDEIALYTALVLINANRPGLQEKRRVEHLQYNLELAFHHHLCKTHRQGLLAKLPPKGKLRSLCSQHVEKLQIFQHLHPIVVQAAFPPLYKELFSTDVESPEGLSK
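ROR gamma transcriptional activity was tracked as Gal4-UAS luciferase output in stably transfected Drosophila Schneider cells, with compound added 1 hr before 700 uM copper sulfate induction and a 20 hr ambient-temperature incubation.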
KCNH2 3.1 block: KCNH2 3.1 (human) potassium channel inhibition | U2OS KCNH2 3.1, thallium flux FluxOr; active compounds read low | activity change, % (tested at about 1.8 µM) | actives 0.95% (n = 340,000);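 active means maximum activity change below -70%; inconclusive means maximum activity change from -70% to -50%; inactive means maximum activity change above -50%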;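 further: thallium influx rate constant from kinetic fluorescence after stimulation buffer; on the % scale 0 is the no-effect control and ±100 the full control effect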
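U2OS cells transduced with KCNH2 3.1 mutant virus (1.77 x 10^8 /mL, 4 h), plated overnight at 37 C, loaded 45 min with FluxOr dye plus Red40 quencher. Thallium flux rate constant from kinetic reads after stimulation buffer, normalised to controls.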
NPC1 prom act: NPC1 promoter activation; Potency, µM (top dose mostly 9.22 µM), inactives show top-dose activation, hits mostly activators; Huh7 NPC1 promoter luciferase reporter, 24 h; AID 485313; actives 2.4% (n = 320,000);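 further: potency means the concentration at half of the fitted maximal effect; % of control where 0% means no effect; nearly all actives have a fitted effect of over 60% in size; reporter is driven by a mutant NPC1 promoter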
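Luciferase expression driven by the NPC1 promoter was measured in stably transfected Huh7 cells after a 24 h compound incubation, using a luciferase reagent and a luminescence read.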
FBPA coupling cs: counter-screen for Giardia aldolase inhibitors: coupling enzyme system; activity change, negative = inhibition, % at 58.2 µM, hits read low; coupling enzyme system counterscreen, AmpLite Red fluorescence; actives 0.67% (n = 290,000); in the data active means activity change below about -30%; further: on the % scale 0 is the no-effect control and ±100 the full control effect
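Fluorescence at 525 nm excitation and 598 nm emission measured inhibition of the coupled detection system without aldolase. Compounds (at 57.5 uM final) were preincubated 10 min at room temperature with coupling enzyme reagent before a 20 min substrate/AmpLite Red step.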
ELG1 genotoxic: induces genotoxicity in HEK293T cells with luciferase-tagged ELG1; HEK293T ELG1-luciferase reporter, luminescence, 16 h; Potency, µM (highest dose often 46 µM), without a hit: at the top dose activity change, positive = activation, most hits filed as activators; actives 1.3% (n = 330,000); further: potency means the concentration at half of the fitted maximal effect; % of control where 0% means no effect; nearly all actives have a fitted effect of over 60% in size
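Step 1: seed 2,000 HEK293T ELG1-luciferase cells per well. Step 2: add compound or DMSO, incubate 16 hr at 37 °C. Step 3: ONE-Glo, 30 min at room temperature, read luminescence.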
uPA surface inh: blocks generation of uPA at the cell surface; AID 540303; cell surface uPA generation assay, qHTS; actives 0.31% (n = 330,000); Potency, µM (doses to about 38.3 µM), for the others: top-dose activity change, negative = inhibition, usual class: inhibitors; active means well fitted inhibition curve with a large enough effect; inconclusive means small, poorly fitted or top-dose-only effect; inactive means no such curve, though single readings can be large or run the other way; tested in mouse RAW 264.7 cells; further: potency means the concentration at half of the fitted maximal effect; on the % scale 0 is the no-effect control and ±100 the full control effect; nearly all actives have a fitted effect of over 55% in size
FLuc counter: firefly luciferase modulation, counter-screen for miR-21 project. P08659. purified FLuc, Km substrates, luminescence inhibition. Potency, µM (titrated, usually from 57.5 µM), for inactives: at the highest dose activity change, negative = inhibition, usual class: inhibitors. actives 6.9% (n = 360,000);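 further: potency means the concentration at half of the fitted maximal effect; plate controls were vehicle for no effect and reference inhibitor for full effect; nearly all actives have a fitted effect of over 55% in size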
Target sequence (P08659 whole entry, looked up): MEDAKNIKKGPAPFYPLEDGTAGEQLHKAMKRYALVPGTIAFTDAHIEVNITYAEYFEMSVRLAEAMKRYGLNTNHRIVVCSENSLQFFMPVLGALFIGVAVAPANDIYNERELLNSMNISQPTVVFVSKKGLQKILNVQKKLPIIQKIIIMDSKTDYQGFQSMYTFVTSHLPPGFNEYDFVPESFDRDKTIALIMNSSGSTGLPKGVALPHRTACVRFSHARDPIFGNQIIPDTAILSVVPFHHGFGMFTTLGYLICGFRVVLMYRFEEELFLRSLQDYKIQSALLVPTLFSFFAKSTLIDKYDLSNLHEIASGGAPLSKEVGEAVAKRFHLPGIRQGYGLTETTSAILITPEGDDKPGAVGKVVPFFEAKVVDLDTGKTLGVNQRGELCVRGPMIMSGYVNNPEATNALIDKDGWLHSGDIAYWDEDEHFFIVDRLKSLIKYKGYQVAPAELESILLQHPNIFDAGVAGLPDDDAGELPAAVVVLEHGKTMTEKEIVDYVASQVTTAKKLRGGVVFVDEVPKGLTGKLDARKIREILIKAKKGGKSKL
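Biochemical qHTS of compounds, final roughly 60 µM downward over six points, against 10 nM purified firefly luciferase using Km concentrations of substrates (10 uM D-luciferin, 10 uM ATP) in Tris acetate pH 7.5 buffer; luminescence output.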
Rab9 promoter act: Rab9 promoter activation; Huh7 Rab9 promoter-luciferase reporter, luminescence, 24 h; Potency, µM (series often up to 9.22 µM), for the others: top-dose activation, negative = inhibition, actives largely listed as activators; actives 2.8% (n = 320,000); AID 485297; further: potency means the concentration at half of the fitted maximal effect; % of control where 0% means no effect; nearly all actives have a fitted effect of over 60% in size
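Quantitative HTS format; Huh7 Rab9-luciferase reporter cells (1500/well) receive compound 2 h post-plating, incubate 24 h at 37 °C, then get luciferase reagent for 10 min before luminescence reading.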
* marks the source's active call; other numbers are inactive results. Unless noted, the call rests on the fitted dose curve; in most records, active means well fitted curve in the direction sought with a large enough effect; inconclusive means small, poorly fitted or top-dose-only effect, or another doubt; inactive means no such curve, though single readings can be large; an effect the other way counts as inactive or inconclusive.

Results for CC1(C)C2CCC1(CS(=O)(=O)N1CCC(C(=O)O)CC1)C(=O)C2 (stereo unspecified) ?
Giardia kill: 8; Tb PFK block: -2%; VP16 counter: 0%; RORgamma inh: 5%; KCNH2 3.1 block: 21; NPC1 prom act: -1%; FBPA coupling cs: 2; ELG1 genotoxic: 0%; uPA surface inh: 3%; FLuc counter: 0%; Rab9 promoter act: 0%

How did C=CCNC(=O)c1c(O)c2cccc3c2n(c1=O)CCC3 do in these assays?
Giardia kill: 0; Tb PFK block: 3%; VP16 counter: 10%; RORgamma inh: -23%; KCNH2 3.1 block: 11; NPC1 prom act: 2%; FBPA coupling cs: 1; ELG1 genotoxic: 0%; uPA surface inh: 2%; FLuc counter: -4%; Rab9 promoter act: 1%

How did Cc1nc(-c2cccc(NC(=O)c3ccc(-n4cccn4)cc3)c2)cs1 do in these assays?
Giardia kill: 23; Tb PFK block: -2%; KCNH2 3.1 block: -1; NPC1 prom act: -1%; ELG1 genotoxic: -3%; uPA surface inh: 10%; FLuc counter: 6.7µM*; Rab9 promoter act: -7%

Results for COc1cccc(C(=O)Oc2cc(N)n(S(=O)(=O)c3ccc(C)cc3)n2)c1OC ?
Giardia kill: -17; Tb PFK block: 0%; VP16 counter: -2%; RORgamma inh: -1%; KCNH2 3.1 block: -1; NPC1 prom act: -1%; FBPA coupling cs: 2; ELG1 genotoxic: -5%; uPA surface inh: -8%; FLuc counter: 0%; Rab9 promoter act: 0%

What do the screens show for `Cc1nnc(SCC(=O)N2CCOCC2)s1`?
Giardia kill: 11; Tb PFK block: -6%; VP16 counter: -2%; RORgamma inh: 16%; KCNH2 3.1 block: -14; NPC1 prom act: 0%; FBPA coupling cs: 5; ELG1 genotoxic: 1%; uPA surface inh: -3%; FLuc counter: 0%; Rab9 promoter act: 1%

How did CCC1(c2ccc(Cl)cc2)NC(=O)N(CC(=O)N2CCN(C(=O)c3ccco3)CC2)C1=O (stereo unspecified) do in these assays?
Giardia kill: 13; Tb PFK block: 0%; KCNH2 3.1 block: 5; ELG1 genotoxic: -1%; uPA surface inh: 0%

How did COC(=O)C1=C(C)C(c2cccs2)NC(=O)N1C (stereo unspecified) do in these assays?
Giardia kill: 11; Tb PFK block: -3%; VP16 counter: -7%; RORgamma inh: inconclusive; KCNH2 3.1 block: 5; NPC1 prom act: 0%; FBPA coupling cs: 0; ELG1 genotoxic: -2%; FLuc counter: 6%; Rab9 promoter act: 0%

Results for O=C(CCS(=O)(=O)c1cccc2nonc12)NCCc1ccccc1Cl ?
Giardia kill: 0; Tb PFK block: 0%; VP16 counter: -4%; RORgamma inh: 1%; KCNH2 3.1 block: -7; NPC1 prom act: -1%; FBPA coupling cs: 1; ELG1 genotoxic: -2%; uPA surface inh: 3%; FLuc counter: 5%; Rab9 promoter act: 4%

What do the screens show for `COc1ccc(SC[C@H](Cc2ccccc2)N2CCN(CCc3ccccc3)CCC2=O)cc1`?
Giardia kill: -12; Tb PFK block: 4%; VP16 counter: -4%; RORgamma inh: inconclusive; KCNH2 3.1 block: -105*; NPC1 prom act: -2%; FBPA coupling cs: 0; ELG1 genotoxic: -6%; uPA surface inh: inconclusive; FLuc counter: -2%; Rab9 promoter act: -3%

What do the screens show for `O=C(O)C1=C[C@@H](c2csc3ccccc23)C[C@@H](OCc2ccc(CO)cc2)O1`?
Giardia kill: 14; Tb PFK block: 8%; VP16 counter: -8%; RORgamma inh: 1%; KCNH2 3.1 block: -8; NPC1 prom act: 2%; FBPA coupling cs: 19; ELG1 genotoxic: -2%; uPA surface inh: -5%; FLuc counter: -3%; Rab9 promoter act: -1%

How did CC(=O)c1ccc(NC(=O)c2ccc(N3CCCC3=O)cc2)cc1 do in these assays?
Giardia kill: 0; Tb PFK block: 5%; KCNH2 3.1 block: 5; NPC1 prom act: 1%; ELG1 genotoxic: 2%; uPA surface inh: -1%; FLuc counter: -12%; Rab9 promoter act: -1%

Results for CC1C(=O)O[C@@H]2C[C@@H](C)[C@@H]3CCC(=O)[C@@]3(C)[C@@H](O)[C@H]12 (stereo partly specified) ?
Giardia kill: 13; Tb PFK block: 24%; VP16 counter: 9%; RORgamma inh: -2%; KCNH2 3.1 block: 19; NPC1 prom act: -2%; FBPA coupling cs: 7; ELG1 genotoxic: 2%; uPA surface inh: 1%; FLuc counter: 0%; Rab9 promoter act: -1%

What do the screens show for `O=C1c2cc(Cl)ccc2OC2(CCNCC2)C12CC(c1ccc(Cl)cc1)=NO2` (stereo unspecified)?
Giardia kill: -1; Tb PFK block: -20%; VP16 counter: inconclusive; RORgamma inh: -25%; KCNH2 3.1 block: -43; NPC1 prom act: -1%; FBPA coupling cs: -4; ELG1 genotoxic: 3%; uPA surface inh: 12%; FLuc counter: -1%; Rab9 promoter act: -4%

What do the screens show for `CN(/N=C/C=C/c1ccccc1)C1=NS(=O)(=O)c2ccccc21`?
Giardia kill: 6; Tb PFK block: 1%; VP16 counter: -5%; RORgamma inh: 25%; KCNH2 3.1 block: -49; NPC1 prom act: -4%; FBPA coupling cs: -3; ELG1 genotoxic: 1%; uPA surface inh: -1%; FLuc counter: 2%; Rab9 promoter act: 2%

How did O=C(CSc1nc2ccccc2n1CC(=O)N1CCCC1)N1CCN(C(=O)c2ccco2)CC1 do in these assays?
Giardia kill: 9; Tb PFK block: 1%; VP16 counter: -13%; RORgamma inh: -7%; KCNH2 3.1 block: -17; NPC1 prom act: -3%; FBPA coupling cs: 0; ELG1 genotoxic: -1%; uPA surface inh: -4%; FLuc counter: 5%; Rab9 promoter act: -2%

Results for COc1cc(NC(=O)CSc2nc(C3CC3)nc3ccccc23)cc(OC)c1 ?
Giardia kill: 8; Tb PFK block: 10%; VP16 counter: -3%; RORgamma inh: -5%; KCNH2 3.1 block: 8; NPC1 prom act: -6%; FBPA coupling cs: 0; ELG1 genotoxic: -12%; uPA surface inh: -6%; FLuc counter: 1%; Rab9 promoter act: -3%

How did COc1ccc(N2CCN(C(=O)[C@@H](NC(=O)c3cc(OC)cc(OC)c3)C(C)C)CC2)cc1 do in these assays?
Giardia kill: 0; Tb PFK block: -3%; VP16 counter: 3%; RORgamma inh: -5%; KCNH2 3.1 block: -17; NPC1 prom act: -2%; FBPA coupling cs: 0; ELG1 genotoxic: -8%; uPA surface inh: 4%; FLuc counter: -3%; Rab9 promoter act: -5%

Results for CC(=O)Oc1ccc(-c2cccc(C(=O)NCCO)c2)cc1 ?
Giardia kill: -9; Tb PFK block: 0%; VP16 counter: 23%; RORgamma inh: 31%; KCNH2 3.1 block: 15; NPC1 prom act: -2%; FBPA coupling cs: -1; ELG1 genotoxic: 4%; uPA surface inh: -3%; FLuc counter: inconclusive; Rab9 promoter act: 0%

How did Cc1ccc(C)c(NC(=O)CN(C)C(=O)C2=NNC(=O)CC2)c1 do in these assays?
Giardia kill: -20; Tb PFK block: -1%; KCNH2 3.1 block: 1; ELG1 genotoxic: 1%; uPA surface inh: 12%

What do the screens show for `O=S(=O)(Nc1nc2ccccc2nc1NCc1ccco1)c1cccs1`?
Giardia kill: 12; Tb PFK block: 0%; VP16 counter: -1%; RORgamma inh: 22%; KCNH2 3.1 block: 14; NPC1 prom act: -2%; FBPA coupling cs: 5; ELG1 genotoxic: -16%; uPA surface inh: -5%; FLuc counter: -5%; Rab9 promoter act: -1%

Results for O=C(O)CN1C(=O)c2ccc(Oc3cccc4c3C(=O)N(CC(=O)O)C4=O)cc2C1=O ?
Giardia kill: 7; Tb PFK block: 18%; VP16 counter: 4%; RORgamma inh: -1%; KCNH2 3.1 block: 7; NPC1 prom act: -1%; FBPA coupling cs: 0; ELG1 genotoxic: 0%; FLuc counter: 3%; Rab9 promoter act: 8%

A draw from above in order of length of the SMILES, highest first.
What do the screens show for `CN(/N=C/C=C/c1ccccc1)C1=NS(=O)(=O)c2ccccc21`?
Giardia kill: 6; Tb PFK block: 1%; VP16 counter: -5%; RORgamma inh: 25%; KCNH2 3.1 block: -49; NPC1 prom act: -4%; FBPA coupling cs: -3; ELG1 genotoxic: 1%; uPA surface inh: -1%; FLuc counter: 2%; Rab9 promoter act: 2%

How did CC(=O)c1ccc(NC(=O)c2ccc(N3CCCC3=O)cc2)cc1 do in these assays?
Giardia kill: 0; Tb PFK block: 5%; KCNH2 3.1 block: 5; NPC1 prom act: 1%; ELG1 genotoxic: 2%; uPA surface inh: -1%; FLuc counter: -12%; Rab9 promoter act: -1%

What do the screens show for `O=S(=O)(Nc1nc2ccccc2nc1NCc1ccco1)c1cccs1`?
Giardia kill: 12; Tb PFK block: 0%; VP16 counter: -1%; RORgamma inh: 22%; KCNH2 3.1 block: 14; NPC1 prom act: -2%; FBPA coupling cs: 5; ELG1 genotoxic: -16%; uPA surface inh: -5%; FLuc counter: -5%; Rab9 promoter act: -1%
